Screening data as filed in PubChem BioAssay.
Autophagy HCS: autophagy modulation, high-content screen. MEF GFP-LC3 puncta imaging; test concentration mostly 10 µM. calls only at 10 µM (by protocol). hit rate 0.98% among 190,000. AID 463193;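 active means percentage of spot-positive cells more than 3 SD above its plate mean, without a fluorescence outlier flag or 80% toxicity; inconclusive means no clear call, values can overlap the other calls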;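 further: spot-positive cell cutoff set from DMSO-treated cells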
Ins promoter up: MIN6 insulin promoter up-regulation; z-score at 5 µM; MIN6 insulin promoter-GFP reporter, high-content imaging; stronger effect = higher value; hit rate 0.3% among 190,000; AID 1625;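 active means z-score above 3 at 5 µM with at least 500 cells counted in the well; inconclusive means wells under 500 cells, flagged as cytotoxic or low count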
CSM14.1 death rescue: rescue of cells from ER stress-induced death, primary screen, 384-well, CSM14.1, thapsigargin, ATP luminescence (AID 1222). 190,000 tested, under 10 active. CSM14.1 thapsigargin-induced death rescue, ATP luminescence; higher % means a stronger effect. one-dose cellular ATP content (survival), % at 20 µM; EC50 in µM for titrated hits;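 active means EC50 below 50 µM in the dose-response confirmation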;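 further: death triggered by thapsigargin at about 15 µM added after 2 h compound pretreatment; cell ATP read after overnight thapsigargin exposure of roughly 18 to 22 hours; normalized against plate controls of thapsigargin alone and 5% DMSO vehicle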
b-catenin transl: alters nuclear translocation of beta-catenin in HeLa cells. immunofluorescence imaging. nuclear translocation activity, % at 5 µM. hit rate 0.3% among 190,000;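 active means nuclear translocation activity above 50% at 5 µM, with a well cell count of 50 or more; inconclusive means wells under 50 cells across six images, flagged as toxic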;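 further: per-cell ratio of nuclear to cytoplasmic median beta-catenin stain intensity; plate controls were DMSO negative control for no effect and GSK-3 inhibitor IX positive control for full effect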
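System: HeLa cells, endogenous beta-catenin; compound dosing: 5 µM primary single dose, 0.1% DMSO, 0.02–20 µM confirmation series; incubation: 24 h compound exposure at 37°C, 5% CO2; signal: beta-catenin immunofluorescence imaging with DAPI; evaluation: % activation, nuclear-to-cytoplasmic median beta-catenin signal ratio per cell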
Dynein transport: dynein cargo transport inhibition; 3617.4 mouse cells, GR-EGFP nuclear translocation imaging; test concentration mostly 20 µM; stimulated with dexamethasone, 1 µM; stronger effect = lower value; z-score, hits read low; hit rate 0.47% among 220,000; AID 1381;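 active means plate z-score of nuclear minus cytoplasmic receptor signal below a set negative limit, without overly bright fluorescence or cell loss, cut at about -3.5 in these data, passing the limit was not always enough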;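 further: z-score of nuclear minus cytoplasmic ring GR-EGFP intensity difference per well; some compounds called inactive have numbers as strong as hits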
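medium = tetracycline-free induction medium containing charcoal-stripped FBS | probe or stimulus = dexamethasone, 1.0 µM final | timing = 48 h induction, then 1 h compound, then 30 min agonist, 37 °C | detection = automated 10x imaging of fixed Hoechst-stained cells | read-out basis = nuclear versus cytoplasmic GR-EGFP signal, averaged per well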
T cell modulator: T cell immune modulation candidate | hit rate 0.068% among 330,000 | calls only at 7 µM | AID 2052 | 2C CD8+ T cell-vesicle binding, flow cytometry; stronger effect = lower value;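 active means response, share of CD8 T cells binding vesicles, and their 90th percentile fluorescence all below set limits, cut at about 80% in these data, passing the limit was not always enough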
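Benchmarks: naked versus QL9-loaded vesicles / Assay system: purified 2C TCR transgenic mouse naive CD8+ T cells / Technique: high-throughput flow cytometry with anti-B7-1 and anti-CD8 staining / Timing: Cell–vesicle co-incubation 1.5 h at 37 °C, staining 20 min on ice / Read-out: percent CD8+ FL2 mean versus row control / Probe or stimulus: QL9-loaded Drosophila micro-vesicles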
Salmonella PhoP GFP: inhibitors of PhoP regulon expression, primary screen, Salmonella Typhimurium, GFP reporter (AID 1863). inhibition, % at 50 µM; hits with a dose series show IC50 in µM. S. Typhimurium PhoP-regulated promoter GFP reporter, 4 h; higher % means a stronger effect. hit rate 0.16% among 300,000;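 active means inhibition over 29.93%, a cutoff 3 SD above the screen mean, later confirmed by dose response; inconclusive means inhibition over 29.93% but no dose response follow-up; inactive means inhibition at most 29.93% or unconfirmed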;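 further: 0% = low Mg2+ inducing control and 100% = high Mg2+ repressing control; strong numbers were not always called active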
Hep lipid drop: hepatic lipid droplet formation modulation | AML12 mouse hepatocytes, oleate lipid droplets, BODIPY imaging | inhibition, % at 6.5 µM | hit rate 0.4% among 240,000;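 active means lipid droplet intensity inhibited by at least 50%, with more than 500 cells counted; inconclusive means wells with under 300 cells, treated as cytotoxic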
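Assay system: AML12 mouse liver cells | Compound: 6.5 µM single-point dosing | Schedule: Overnight exposure | Technique: Fluorescence imaging, 20x objective, two fields per well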
MT stabilizer: stabilizes microtubules in HeLa cells; HeLa tubulin immunostaining HCS, 24 h; share of cells brighter than vehicle mean+2SD; % tubulin-high responders, % at 10 µM; hit rate 0.83% among 200,000;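 active means plate Z-score above 3 for both tubulin-high and condensed-nucleus cell shares, with cell loss under 80%, at 10 µM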;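 further: anti alpha tubulin signal scored within the nucleus-defined area of each cell; some results filed as inactive read as strong as hits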
Dynein transport cytoplasmic EGFP: further read-out of Dynein transport, marked with its call; z-score; measured here: cytoplasmic GR-EGFP intensity; stronger effect = higher value
Dynein transport nuclear GR-EGFP: recorded beside Dynein transport, whose call it bears; z-score; measured here: nuclear GR-EGFP intensity;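 lower value marks the stronger effect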
Dynein transport cell count: further read-out of Dynein transport, marked with its call; z-score; measured here: cell count per field
Ins promoter up cell count: also measured in Ins promoter up; calls as there; cell count; measured here: cytotoxicity, nuclei count;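 total cells summed across four imaged fields per well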
Hep lipid drop cells 6.5 µM: second read-out of Hep lipid drop, no call of its own (marks repeat the call); cell count; measured here: cell count, cytotoxicity flag;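 cells counted across two imaged fields per well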
b-catenin transl cell count 5 µM: second read-out of b-catenin transl, no call of its own (marks repeat the call); cell count; measured here: cell count, cytotoxicity flag
T cell modulator vesicle-bound %: further read-out of T cell modulator, marked with its call; double positive events, %; measured here: CD8+ vesicle-bound cell fraction;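 binding gate set so that unloaded-vesicle control wells show 10% double positive cells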
MT stabilizer Hoechst-high %: second read-out of MT stabilizer, no call of its own (marks repeat the call); % Hoechst-high responders; measured here: nuclear condensation Hoechst responders;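 share of cells brighter than vehicle mean plus two SD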
MT stabilizer cytotoxicity %: also measured in MT stabilizer; calls as there; toxicity, %; measured here: cytotoxicity by cell density;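 0% = mean cell density of plate MIN control wells and 100% = no cells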
Autophagy HCS cell loss 18 h: further read-out of Autophagy HCS, marked with its call; toxicity, %; measured here: cell loss, nuclei count;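 cell loss after 18 h compound exposure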
The depositor's hits bear a star; i = inactive; ? = inconclusive; / = no result given. Rows are unselected; 3% or so of the library scored in one or more.

compound,b-catenin transl,MT stabilizer,Salmonella PhoP GFP,b-catenin transl cell count 5 µM,MT stabilizer cytotoxicity %,Autophagy HCS cell loss 18 h,T cell modulator vesicle-bound %,Hep lipid drop cells 6.5 µM,MT stabilizer Hoechst-high %,Hep lipid drop,Dynein transport nuclear GR-EGFP,T cell modulator,Dynein transport cell count,CSM14.1 death rescue,Autophagy HCS,Dynein transport cytoplasmic EGFP,Ins promoter up,Dynein transport,Ins promoter up cell count
Cc1ccc(NC(=O)CN2CCCN(S(=O)(=O)c3ccc(Br)s3)CC2)cc1,-1.9,1.8,3%,1173,8.5,-3,47,709,1.7,-8,0.33,i,-1.3,-0.3%,i,-0.12,-0.78,0.69,925
CN(CCO)CCC(=O)NC1(C)CS(=O)(=O)CC1S(=O)(=O)O (stereo unspecified),0.6,/,-9%,1335,/,/,30,623,/,-13,-0.61,i,0.7,/,/,-0.84,-0.35,-0.73,845
CCN(CC)c1ccc(/C=N/Nc2cccc(C)c2)c(O)c1,-3.5,3.6,18%,1212,3.9,3,16,675,2.1,34,0.19,i,0.21,-0.5%,i,-0.27,0.6,0.6,1342
CC(=O)Nn1cc2c(c1-c1ccccc1)c(=O)n(C)c(=O)n2C,-0.8,1.3,-1%,814,2.6,4,53,/,1.4,/,0.01,i,0.27,0.8%,i,-0.19,0.89,-0.029,1158
Cc1ccc2c(c1)C1CN(C)CCC1N2C(=S)Nc1ccc(Cl)cc1Cl (stereo unspecified),0.4,5.9,-7%,1014,5.7,7,55,665,2.8,-6,0.041,i,0.57,-1.9%,i,-0.31,0.88,-0.56,1138
CN(C=C1C(=O)CC(C)(C)CC1=O)CCN1CCNCC1,-3.8,1.2,-11%,1235,12,-5,36,755,2.1,-10,-0.09,i,0.98,-1.9%,i,0.029,-0.25,-0.73,924
O=C(NNC(=O)c1cc(-c2ccc(Cl)cc2Cl)nc2ccccc12)Nc1ccccc1,-0.2,2.1,0%,1403,7.3,-19,37,/,1.5,/,0.32,i,0.96,-1.5%,i,-0.2,-0.05,-0.24,1574
C/C(CC(=O)Nc1ccc2c(c1)OCO2)=N\NC(=O)c1ccccc1N,-0.7,/,0%,1296,/,/,15,655,/,2,-0.031,i,-0.24,/,/,0.024,0.34,-0.39,1038
CCCCSCc1[nH]c(=O)[nH]c1C(=O)CCCCC(=O)OCC,-1.1,2.5,-7%,1034,10,-8,4,658,1.5,-1,-0.3,i,1.1,-1.0%,i,-0.5,0.63,-0.34,2097
CCCCCCCC(=O)N/N=C/c1ccc([N+](=O)[O-])o1,2.5,3.4,15%,1014,6.6,25,42,697,3.3,-10,-0.31,i,-0.35,-1.2%,i,-0.17,-0.16,-0.58,1352
COc1ccc(-c2cc(C(=O)NCc3cccs3)no2)cc1,1.4,/,-4%,1297,/,/,38,687,/,3,0.16,i,0.3,/,/,0.07,0.44,-0.47,1028
Nc1c(C(=O)c2ccccc2)sc2nsc(SCCN3CCCC3)c12,2.1,/,-32%,1211,/,/,19,721,/,-4,2,i,0.55,/,/,33,/,-6,/
Cn1cccc1C(=O)OCC(=O)Nc1cc(C(C)(C)C)nn1-c1ccccc1,1.7,4.2,8%,1111,11,-4,49,/,2.6,/,0.26,i,-0.13,-0.9%,i,-0.22,-0.49,-0.38,1052
COc1ccc(NC(=O)c2cccnc2Sc2ccccc2)c(OC)c1,0.7,3.1,-10%,944,9.1,-3,4,621,4.3,14,-0.76,i,1,-2.0%,i,-0.27,0.19,-1.3,1314
CCC(C)(C)c1ccc(OCCCC[n+]2ccccc2)c(C(C)(C)CC)c1,/,80,39µM*,/,71,21,50,577,1.8,-30,-1.8*,i,-3.4*,-1.3%,i,1.8*,?,-3.7*,/
CCCCNC(=S)Nc1cc(S(=O)(=O)N2CCCCC2)ccc1C,-0.2,/,-1%,1394,/,/,37,836,/,1,0.062,i,0.11,/,/,-0.22,-0.3,0.34,1042
O=C(CNc1ccc2ccccc2c1)N/N=C/C=C/c1cccc([N+](=O)[O-])c1,3.4,4.8,-5%,1001,6.9,-1,50,431,2.1,-12,-0.48,i,-0.002,-2.8%,i,-0.17,1.4,-0.68,1639
Cc1cc(S(=O)(=O)NCc2cccnc2)ccc1-n1cnnn1,-3.8,3.0,13%,1164,1.4,11,62,671,1.7,-2,-0.35,i,1.2,-0.6%,i,-0.18,0.41,-0.97,689
N/C(=N\OC(=O)Cc1ccc(-c2ccccc2)cc1)c1cccc([N+](=O)[O-])c1,1.3,0.7,5%,1321,9.7,-2,6,/,2.6,/,-0.32,i,0.08,2.4%,i,-0.17,-0.33,-0.39,1746
CCOC(=O)C1Sc2ccccc2NC1=O (stereo unspecified),-0.2,2.5,1%,1104,13,-5,53,765,2.7,-5,0.66,i,-0.39,-0.6%,i,-0.17,-0.06,0.83,1222
Cn1c(SCC(=O)NCc2ccc(F)cc2)nc2c([nH]c3ccccc32)c1=O,-2.6,2.1,7%,940,6.7,22,32,648,1.1,-28,0.53,i,-1.1,-0.7%,i,-0.031,1,0.11,1539
O=C(CCCCO)CCCCCCCC[C@H]1N[C@H](CO)[C@H](O)[C@@H]1O[C@@H]1O[C@H](CO)[C@@H](O)[C@H](O)[C@H]1O,/,2.1,1%,/,2.4,6,/,743,2.0,-4,0.35,/,0.16,-1.5%,i,-0.26,-0.18,0.1,1220
COc1ccc(NC(=O)C2C3CCC(C3)C2C(=O)O)cc1OC (stereo unspecified),0.3,2.4,2%,1026,6.4,1,36,739,1.5,3,0.14,i,-0.33,-2.2%,i,-0.21,-0.05,-0.2,1386
O=C(NCC1CCCO1)c1cc(-c2ccncc2)nc2ccc(S(=O)(=O)N3CCOCC3)cc12 (stereo unspecified),-1.1,3.7,-9%,1071,5.2,-8,31,642,2.3,0,-0.41,i,0.93,/,i,-0.047,-0.79,-0.97,1335
O=C(O)C1C2C=CC(O2)C1C(=O)NCc1ccc(Cl)cc1 (stereo unspecified),1.0,2.9,11%,985,3.7,6,33,630,1.6,-3,-0.33,i,1,-2.2%,i,-0.16,/,-0.48,/
O=C(OCC(=O)N(C1CCCCC1)C1CCCCC1)c1ccco1,/,1.4,-7%,/,11,-4,9,/,1.1,/,-0.32,i,1.6,-1.9%,i,-0.11,-0.52,-0.92,981
CCOc1ccccc1NC(=O)CCCn1cc([N+](=O)[O-])cn1,0.9,2.6,8%,1008,7.2,16,19,698,2.4,-19,0.032,i,0.45,-0.5%,i,-0.21,0.31,0.77,1340
CCC(=O)Nc1nc2ccc(NC(=O)c3cc(OC)c(OC)c(OC)c3)cc2s1,-1.2,1.4,-1%,1138,0.2,2,22,702,1.0,-4,-0.37,i,1.3,-4.2%,i,-0.34,-0.89,-0.78,1197
CCN(CC)c1ccc(NC(=O)c2ccc(Br)o2)cc1,1.2,3.7,-14%,1135,2.7,4,29,/,2.7,/,-0.074,i,0.41,-2.4%,i,-0.21,-1.4,-0.54,1255
Cc1cc(N2CCCCC2)nc2ccc(NC(=O)CCC(=O)NCCC(C)C)cc12,/,0.9,1%,/,15,-7,34,731,1.8,-6,0.36,i,0.38,-0.4%,i,-0.28,0.16,1,908
